# M5 PAM: human M5 muscarinic receptor positive allosteric modulators, primary screen, CHO-K1 cells, Fluo-8 calcium fluorescence. Muscarinic acetylcholine receptor M5 (Homo sapiens), P08912. CHO-K1 hM5, ACh EC20 PAM; 0% = ACh EC20, 100% = ACh EC100. activation, % at 3 µM. hit rate 0.3% among 360,000. AID 624038, 2012;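 active = activation above the run cutoff, the mean activation of all test compounds plus 3 SD, cut at about 18% in these data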
# Target sequence (P08912 whole entry, looked up): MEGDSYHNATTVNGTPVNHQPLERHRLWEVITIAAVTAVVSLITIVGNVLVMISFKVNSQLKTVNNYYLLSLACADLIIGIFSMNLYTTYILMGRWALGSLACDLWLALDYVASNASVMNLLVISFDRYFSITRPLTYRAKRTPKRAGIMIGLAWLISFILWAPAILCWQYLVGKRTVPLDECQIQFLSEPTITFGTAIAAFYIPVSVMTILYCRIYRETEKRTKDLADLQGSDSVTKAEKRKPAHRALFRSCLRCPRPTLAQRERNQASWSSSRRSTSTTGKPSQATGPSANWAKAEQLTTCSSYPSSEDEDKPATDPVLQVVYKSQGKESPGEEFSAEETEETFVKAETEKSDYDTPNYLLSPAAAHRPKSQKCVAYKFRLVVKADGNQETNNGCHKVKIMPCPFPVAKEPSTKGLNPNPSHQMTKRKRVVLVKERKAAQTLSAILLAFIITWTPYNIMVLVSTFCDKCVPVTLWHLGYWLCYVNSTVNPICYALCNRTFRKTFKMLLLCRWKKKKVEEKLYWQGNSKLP
#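 Measured by: Fluo-8 calcium fluorescence; material: human M5 receptor in CHO-K1 cells; schedule: Post-acetylcholine fluorescence recording 140 s; benchmarks: low control EC20 acetylcholine (0%), high control EC100 acetylcholine (100%); read-out: Max/basal fluorescence ratio as % of EC20–EC100 ACh window; compound: single dose, 3 µM nominal final test concentration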
# CHRM5 antagonist: human M5 muscarinic receptor antagonists, primary screen, CHO cells, Fluo-8 calcium fluorescence | Muscarinic acetylcholine receptor M5 (Homo sapiens), P08912 | CHO-hM5 cells, ACh EC80 | inhibition, % at 3 µM | hit rate 0.59% among 360,000 | AID 624040, 2012;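 active = inhibition above a per-plate cutoff, the mean of that plate's test compounds plus 3 SD, cut at about 27% in these data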;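 also: 0% = acetylcholine EC80 with DMSO and 100% = DMSO without agonist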
# M1 PAM: human M1 muscarinic receptor positive allosteric modulators, primary screen, CHO-K1 cells, Fluo-8 calcium fluorescence, 1536-well | AID 588819, 2011 | hit rate 0.088% among 360,000 | activation, % at 3 µM | CHO-K1 hM1, ACh EC20; 0% = ACh EC20, 100% = maximal ACh; in the data active = activation above about 19%, passing the limit was not always enough
# CRFR2-BP ag: agonists of CRF-BP/CRF-R2 complex, primary screen, cell-based, HEK293, calcium dye fluorescence, uHTS. calcium dye fluorescence (FLIPR); percent of saturating CRF peptide response. activation, % at 13.2 µM. CRF-binding protein / CRF receptor 2 complex (human). AID 588473, 2011. hit rate 0.46% among 350,000;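 active = activation of at least 50%, plus an integration ratio under a set limit after plate pattern correction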;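 also: plate controls were neutral control wells without compound for no effect and CRF at EC100 for full effect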
# M4 PAM: human M4 muscarinic receptor positive allosteric modulators, primary screen, CHO-K1 cells, Fluo-8 calcium fluorescence; hit rate 0.4% among 360,000; Muscarinic acetylcholine receptor M4 (Homo sapiens), P08173; CHO-K1 hM4/Gqi5, ACh EC20; 0% = ACh EC20, 100% = maximal ACh; activation, % at 3 µM;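 active = activation above its plate's cutoff, the mean activation of sample wells plus 3 SD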; also: some results filed as inactive read as strong as hits
# Target sequence (P08173 whole entry, looked up): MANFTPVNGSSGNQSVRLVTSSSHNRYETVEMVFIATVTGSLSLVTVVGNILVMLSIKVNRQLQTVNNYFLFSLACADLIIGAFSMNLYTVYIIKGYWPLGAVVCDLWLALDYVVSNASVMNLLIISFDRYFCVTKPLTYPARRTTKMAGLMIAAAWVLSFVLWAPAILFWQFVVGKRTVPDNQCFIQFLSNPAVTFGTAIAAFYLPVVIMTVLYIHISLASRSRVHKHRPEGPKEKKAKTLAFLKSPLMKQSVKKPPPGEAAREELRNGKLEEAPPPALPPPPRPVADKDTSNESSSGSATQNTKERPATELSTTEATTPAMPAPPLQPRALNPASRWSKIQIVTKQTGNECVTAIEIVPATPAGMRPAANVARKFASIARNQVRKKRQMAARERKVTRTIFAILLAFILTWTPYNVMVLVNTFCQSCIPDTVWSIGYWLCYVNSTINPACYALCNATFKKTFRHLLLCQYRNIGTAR
# M1 antag: human M1 muscarinic receptor antagonists, primary screen, CHO-K1 cells, Fluo-8 calcium fluorescence, 1536-well; CHO-K1 hM1, ACh EC80 antagonist; AID 588852, 2011; hit rate 1.3% among 360,000; inhibition, % at 3 µM; Muscarinic acetylcholine receptor M1 (Homo sapiens), P11229;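 active = percent inhibition above its own plate's cutoff, namely the mean of that plate's compound wells plus 3 SD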;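 also: peak over basal fluorescence ratio during 140 s after agonist addition; 0% = ACh EC80 plus DMSO and 100% = DMSO alone without agonist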
# CHRM4 antagonist: human M4 muscarinic receptor antagonists, primary screen, CHO cells, Fluo-8 calcium fluorescence | Muscarinic acetylcholine receptor M4 (Homo sapiens), P08173 | CHO-hM4 cells, ACh EC80 | hit rate 0.73% among 360,000 | AID 624125, 2012 | inhibition, % at 3 µM;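 active = inhibition above its plate's cutoff, the mean inhibition of sample wells plus 3 SD, cut at about 27% in these data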;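 also: 0% = acetylcholine EC80 with DMSO and 100% = DMSO without agonist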
# M4 ag: human M4 muscarinic receptor agonists, primary screen, CHO-K1 cells, Fluo-8 calcium fluorescence | Muscarinic acetylcholine receptor M4 (Homo sapiens), P08173 | CHO-K1 hM4/Gqi5; vehicle 0%, full acetylcholine response 100% | activation, % at 3 µM | hit rate 0.14% among 360,000 | AID 624127, 2012;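 active = activation above the run mean over all test wells plus 3 SD, cut at about 32% in these data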;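 also: peak over basal fluorescence ratio per well then scaled between controls; 0% = DMSO wells and 100% = acetylcholine at EC100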
# CHRM5 agonist: human M5 muscarinic receptor agonists, primary screen, CHO-K1 cells, Fluo-8 calcium fluorescence; activation, % at 3 µM; CHO-K1 hM5 cells; 0% DMSO wells, 100% maximal acetylcholine response; hit rate 0.19% among 360,000;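 active = activation above the run's mean over test compounds plus 3 SD, cut at about 23% in these data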;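 also: signal is peak over basal fluorescence ratio across the kinetic read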
# Starred values were filed as active, the others as inactive; x = not tested or not shown.
SMILES,M5 PAM,CHRM5 antagonist,M1 PAM,CRFR2-BP ag,M4 PAM,M1 antag,CHRM4 antagonist,M4 ag,CHRM5 agonist
CC(C)Sc1nc(NCc2ccco2)c2c3c(sc2n1)COC(C)(C)C3,-2,2,11,1.9,-2,-9,-4,1,-3
O=C(O)c1cccc(Cn2cc(Cl)cn2)c1,8,-3,1,1.2,9,12,1,1,1
Cc1noc(C)c1COc1ccc(C(=O)NCCc2ccc(F)cc2)cc1,2,2,4,-0.4,2,-1,-5,10,1
COC(=O)c1cnn(-c2ccc(C)c(C)c2)c1-n1cccc1,-7,4,-1,1.6,1,1,0,2,-3
CCCn1c(C2CCCN2c2nc(-c3cccc(Br)c3)cs2)nc2ccccc21 (centres undefined),4,2,16,-1.4,4,-16,9,1,-1
CN(C(=O)COC(=O)c1ccc(CN2CCCC2=O)cc1)c1ccccc1,-10,8,-29,-0.4,-11,68*,5,2,-1
CC1CCCCC1NC(=O)CN1C(=O)COc2ccccc21 (centres undefined),5,-18,16,-2.5,4,-14,-2,5,-3
COc1ccc(OC)c([N+](=O)[O-])c1C(N)=O,-4,8,-1,-1.9,-6,14,0,0,-5
CC12CC(NC(=O)N1c1cccc(C(=O)NCc3ccc4c(c3)OCO4)c1)c1cc(Cl)ccc1O2 (centres undefined),-42,6,-10,2.6,-7,12,7,12,-8
CN(Cc1c(C(=O)N/N=C/c2ccc(O)cc2)nnn1-c1nonc1N)c1ccccc1,-3,8,4,1.1,1,2,10,7,-3
COc1ccc(Cc2nc3ccc(C(=O)N4CCC(C(N)=O)CC4)cc3o2)cc1,-3,3,1,-0.7,-3,-1,7,0,0
CC(C)(c1ccc(O)c([N+](=O)[O-])c1)c1ccc(O)c([N+](=O)[O-])c1,-15,11,-5,-3.1,8,6,-15,2,-4
CN(Cc1ccccc1)C(=O)c1ncn2c1c(=O)[nH]c1cccnc12,9,-15,7,8.6,2,-5,-8,1,0
CC(C)C[C@H](NC(=O)c1nc[nH]c1C(=O)NCc1ccc(CNC(=O)OC(C)(C)C)cc1)C(=O)OC(C)(C)C,-6,10,8,2.3,6,-4,12,4,-2
COc1cccc(OCC(=O)NNC(=O)Cc2cccs2)c1,0,5,4,0.1,4,-2,-4,0,-1
Cc1ccc(CCNC(=O)C2CCN(S(=O)(=O)c3cccc4nsnc34)CC2)cc1,-1,0,6,-0.1,1,-7,2,4,-5
CCc1nnc(NC(=O)CCC(=O)N2CCN(Cc3cc(Cl)ccc3OC)CC2)s1,0,3,3,0.8,4,-2,3,2,0
Cc1ccc(C(C)C)cc1OCC(=O)Nc1nnc(C2CC2)s1,13,-1,15,1.9,8,-14,-12,0,4
CCOC(=O)C1CCN(C(=O)CCCOc2ccccc2)CC1,-3,-9,9,-0.1,3,-7,-10,1,1
COc1cc(NC(=O)c2cc(C)no2)c(OC)cc1Cl,-6,15,4,-5.8,-4,-7,4,0,-3
CC(C)N(Cc1ccccc1)C(=O)C1CCN(c2ncnc3c2nc2n3CCCCC2)CC1,-10,12,-11,1.4,-10,17,-3,9,-1
CCc1cc(=O)oc2c3c(cc(OCC(=O)NCCCC(=O)O)c12)OC(C)(C)CC3,-5,7,-2,0.5,-6,1,2,1,-2
OC[C@H]1O[C@@H](c2nc(-c3ccc(C4OCCO4)cc3)no2)[C@H](O)[C@@H]1O,-3,9,4,x,4,-6,-6,0,0
COc1ccc(C(CNC(=O)CNC(=O)c2ccc(F)cc2)N2CCCC2)cc1 (centres undefined),5,6,4,0.3,5,-6,-1,1,-1
N#CCSc1nc2c(cc1C#N)CCCC2,2,-5,5,-3.8,8,-11,3,1,-7
Cc1ccc(-c2nc(SCC(=O)N(C)C3CCS(=O)(=O)C3)[nH]c2-c2ccc(C)cc2)cc1 (centres undefined),2,1,8,-0.7,8,-9,-7,2,-3
COc1ccc(N=C2SCC(c3ccccc3)=NN2C)cc1,-15,19,-1,-0.4,-7,-6,-1,2,-11
Cc1ccc(NC(=O)CSc2nnc(-c3cccs3)n2Cc2ccco2)cc1,-10,1,-2,-3.4,-4,0,-9,0,-1
COc1cc(/C=N/NS(=O)(=O)c2ccc(C)c([N+](=O)[O-])c2)ccc1O,1,4,2,0.3,-9,-6,3,9,0
CC(=O)c1ccc(S(=O)(=O)Nc2ccc(C(=O)NCC(c3ccco3)N3CCCC3)cc2)cc1 (centres undefined),-4,5,5,-0.1,1,-11,-11,1,-2
CN(Cc1ccccc1)C(=O)COC(=O)c1cc(S(=O)(=O)N(C)C)ccc1N1CCCC1,-1,-2,5,1.0,12,-7,-23,5,0
C#CCOCCOCCOCCNc1nc(N2CCN(C(=O)C([C@@H](C)O)n3cc([C@@H](N)CCCCN)nn3)CC2)nc(N2CCN(C(=O)C([C@@H](C)O)n3cc([C@@H](N)CCCCN)nn3)CC2)n1 (some centres undefined),0,-5,7,-0.1,11,-8,0,2,3
CCCc1cc(=O)[nH]c(SCC(=O)NCc2ccc3c(c2)OCO3)n1,6,3,15,-0.2,-3,-18,9,0,-2
Cc1cccc(C(O)(C(=O)NNc2ccc3ccccc3n2)c2cccc(C)c2)c1,-9,6,-3,1.3,-6,3,7,1,-3
O=C(CCCC(=O)OCC(Cl)=C(Cl)Cl)Nc1cccc2ccccc12,0,-2,4,-0.9,7,-4,-11,3,-5
O=C(COc1ncnc2ccccc12)N1CCN(S(=O)(=O)c2ccc(Cl)cc2)CC1,3,-3,6,-1.9,6,6,-4,3,4
CN1Cc2ccccc2N(CC(=O)NCc2ccccc2)C1=O,11,-6,6,-1.2,1,-1,0,1,-3
CC1CCc2sc(C(=O)NNC(=O)c3ccncc3)cc2C1 (centres undefined),1,6,1,-0.1,3,1,2,1,0
CC(C)C[C@H](NC(=O)N1CCn2c1nc1ccccc12)C(=O)N1CCCCC1,-7,8,-6,-1.1,-2,12,-4,9,-1
O=C(Nc1ccncc1)c1cccc(S(=O)(=O)N2CCc3ccccc32)c1,-18,21,4,-0.1,-1,16,8,14,4

# Brought forward from above: 3 compounds; new compounds follow.
SMILES,M5 PAM,CHRM5 antagonist,M1 PAM,CRFR2-BP ag,M4 PAM,M1 antag,CHRM4 antagonist,M4 ag,CHRM5 agonist
CC1CCc2sc(C(=O)NNC(=O)c3ccncc3)cc2C1 (centres undefined),1,6,1,-0.1,3,1,2,1,0
CC(C)C[C@H](NC(=O)N1CCn2c1nc1ccccc12)C(=O)N1CCCCC1,-7,8,-6,-1.1,-2,12,-4,9,-1
O=C(Nc1ccncc1)c1cccc(S(=O)(=O)N2CCc3ccccc32)c1,-18,21,4,-0.1,-1,16,8,14,4
O/C(=C\Sc1nnc(Cc2ccccc2)o1)c1ccc(Br)cc1,-4,-5,4,-0.5,-4,-1,-2,4,1
NS(=O)(=O)c1ccc(CCNC(=O)CSc2nnc3ccccn23)cc1,-2,-8,11,-1.3,-6,-2,2,1,-5
COC(=O)C1C2C=CC3(CN(CC4CCCO4)C(=O)C13)O2 (centres undefined),4,-4,6,3.5,10,-18,-19,1,-4
COc1ccccc1N1C(N)=NC(N)=NC12CCCCC2,-3,-2,4,1.8,-2,-8,-7,1,-4
OC(c1cccnc1)c1cccs1 (centres undefined),-3,2,-1,1.2,3,-7,2,1,2
CC1(C)CC2CC(C)(CN2S(=O)(=O)c2cccc(C(=O)O)c2)C1 (centres undefined),-2,2,1,0.5,2,-2,3,-1,2
Cc1ccc(C2NC(=S)N3C(c4ccc(C)cc4)NC(=S)N23)cc1 (centres undefined),-1,2,8,-1.0,6,-5,-1,0,2
CCN(c1cccc(C)c1)C(C(=O)Nc1ccc(OC)cc1)c1cc2c(cc1[N+](=O)[O-])OCO2 (centres undefined),1,-13,7,-1.6,-9,-4,5,-3,-3
CCCCn1c(=S)[nH]c2cc(S(=O)(=O)N3CCOCC3)ccc21,-6,7,1,0.3,1,-2,-4,6,6
CC1(C)OC(=O)C(=CNc2ncccn2)C(=O)O1,3,-8,1,0.0,17,-21,-13,1,1
CC(C)N1CCC1(C)C(=O)Nc1cccc(C#N)c1 (centres undefined),4,12,4,x,2,7,4,0,1
Cc1cccc(CN(CC(=O)N/N=C/c2cccs2)S(=O)(=O)c2ccc(Cl)cc2)c1,-2,-5,0,2.2,-7,-14,-10,-1,-6
O=C(Cn1cnc2c(oc3ccccc32)c1=O)N1CCN(c2ccccc2)CC1,-3,2,9,0.2,-5,-14,14,0,-1
COc1ccccc1C(C(=O)c1ccccc1)c1ccc(O)cc1 (centres undefined),-9,11,x,x,1,x,-4,1,-4
Cc1ccc(NC(=O)Nc2ccc(C(=O)N3CCOCC3)cc2)cc1,-7,5,2,0.1,0,0,-2,2,0
COc1ccc(N(Cc2ccccc2)S(=O)(=O)c2cccc(C(=O)O)c2)cc1,10,-11,0,-1.8,1,-15,-4,0,3
CCN(Cc1ccccc1)C(=O)CCc1nc(-c2ccc(C)cc2)no1,0,-3,-3,3.1,-2,-22,-9,2,-4
Cc1ccc(N2CC(C(=O)N3CCC4(CC3)CC(=O)c3ccccc3O4)CC2=O)cc1C (centres undefined),-7,9,13,-1.5,8,-7,-13,8,3
CCC1CCCCN1CC(=O)c1c(C)[nH]c2cc(C)ccc12 (centres undefined),4,-6,11,2.8,5,-12,-9,1,-3
CCOC(=O)c1ccc(Oc2nc(NC)nc(SC)n2)cc1,5,-7,15,0.0,7,-16,-6,2,2
CCOC(=O)N/N=C/c1ccc(Oc2ccccc2)cc1,-2,14,4,-2.4,6,-12,-1,0,-6
O=C(Nc1ccccc1Cl)NC1(C(=O)NCc2cccnc2)CCCCC1,-4,17,13,-0.5,0,-12,2,1,-5
COc1ccc(/C=C/C(=O)Nc2ccc(S(=O)(=O)N3CCOCC3)cc2)c(OC)c1,-4,-3,2,-1.5,-2,-10,11,6,7
COC(=O)c1ccccc1NC(=O)Cn1cnc2c(cnn2-c2ccccc2)c1=O,-3,5,-4,0.4,0,11,7,1,0
CN(C)CCCNS(=O)(=O)c1ccc(Cl)s1,-1,-3,13,3.6,0,-9,-4,0,-7
Cc1ccc(CCNC(=O)CCS(=O)(=O)c2ccc(Br)cc2)cc1,0,-7,6,-0.7,4,-11,-3,1,-1
CCN(Cc1cnn(C)c1)Cc1nc(C2(c3ccc(C)cc3)CCCC2)no1,5,8,-16,-1.5,-5,12,3,3,-12
COc1nc(Nc2ccc(OC)c(Cl)c2)nc(OC)n1,-4,-1,-9,-2.7,3,6,-5,0,-7
